# ATXN2 expr inh: inhibitors of ATXN2 expression. HEK-293 ATXN2-luciferase reporter, luminescence, 24 h. Potency, µM (top dose mostly 57 µM), without a hit: top-dose activity change, negative = inhibition, most hits filed as inhibitors. 360,000 tested, 0.72% active. AID 1745845; note: potency is the fitted concentration of half-maximal effect; % is set by controls: 0 for no effect and ±100 for the full control effect; nearly all actives have a fitted effect of over 55% in size
#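 ATXN2-luciferase reporter cells (luciferase flanked by upstream and downstream ATXN2 gene portions) were treated 24 h at 37 °C with compounds at up to 57 uM. SteadyGlo luminescence gave expression; GF-AFC fluorescence gave viability.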
# ATXN viability: viability counter-screen for ATXN expression inhibitors; S2 cells (HEK-293 line with an ATXN2-luciferase reporter) viability, CellTiter-Fluor protease fluorescence, 24 h; Potency, µM (titrated, usually from 56.7 µM), most hits filed as cytotoxic; 400,000 tested, 0.49% active; note: potency is the fitted concentration of half-maximal effect; nearly all actives have a fitted effect of over 40% in size
# MCF10A rereplic: induces DNA re-replication in MCF 10a normal breast cells | MCF 10A DNA re-replication, Hoechst nuclear intensity, 48 h | Potency, µM (series often up to 46.1 µM), for inactives: at the highest dose activity, positive = re-replication, usual class: activators | 350,000 tested, 2.9% active | AID 624296; note: potency is the fitted concentration of half-maximal effect; % of control where 0% means no effect; nearly all actives have a fitted effect of over 50% in size
# KB-3-1 cytotox: KB-3-1 parental cell cytotoxicity; AID 1347075; KB-3-1 viability, CellTiter-Glo ATP luminescence, 72 h; Potency, µM (highest dose often 46.1 µM), inactives show at the top dose activity change, negative = cytotoxic, most hits filed as cytotoxic; 400,000 tested, 1.4% active; note: potency is the fitted concentration of half-maximal effect; % is set by controls: 0 for no effect and ±100 for the full control effect; nearly all actives have a fitted effect of over 60% in size
#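 72 h, 37 °C compound treatment of KB-3-1 parental cells; CellTiter-Glo added, 10 min, luminescence read. Data corrected against DMSO-only plates and normalized before curve fitting.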
# IL1B secr inh: blocks inflammasome-driven IL-1 beta release. 360,000 tested, 4.7% active. AID 743279. THP-1 LPS/ATP IL-1B secretion, AlphaLISA, 16 h; hits give low values. activity change, % at 57.5 µM; in the data active = activity change below about -50%; inconclusive = mostly about -30% to -49%; note: % is set by controls: 0 for no effect and ±100 for the full control effect
#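 Secreted IL-1B measured by AlphaLISA bead assay after 16 h compound exposure of THP-1 cells; compounds (final up to 57.5 uM) added 1 h before LPS (250 ng/mL) and ATP (1.25 mM) stimulation; lower signal means less secretion.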
# HT1080NT lethal: kills 2HG-producing HT-1080-NT fibrosarcoma cells. 360,000 tested, 1.6% active. HT-1080-NT fibrosarcoma viability, CellTiter-Glo ATP luminescence, 48 h. Potency, µM (titrated, usually from 46.1 µM), for inactives: top-dose activity, negative = less viability, most hits filed as cytotoxic;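 note: NT is the 2HG producing partner of a matched IDH1 knockdown line; potency is the fitted concentration of half-maximal effect; 0% = DMSO-treated cells and -100% = media-only wells without cells; nearly all actives have a fitted effect of over 55% in size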
#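 Toxicity toward the 2HG-producing NT line was scored as %Activity, normalised to DMSO and no-cell wells, from CellTiter-Glo luminescence after 48 hours' treatment.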
# SW480 rereplic: inducers of DNA re-replication in SW480 colon cancer cells; Potency, µM (series often up to 46.1 µM), for inactives: top-dose re-replication activation, actives largely listed as activators; SW480 DNA re-replication, Hoechst DNA content imaging, 48 h; 340,000 tested, 1.8% active; AID 624297; note: potency is the fitted concentration of half-maximal effect; % of control where 0% means no effect; nearly all actives have a fitted effect of over 55% in size
#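 Hoechst fluorescence of nuclei (405 nm excitation, 500-530 nm emission) measured by plate-scanning imager after 48 hr compound exposure at 37 C; re-replication scored as increased number of nuclei with elevated intensity.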
# HepG2 viability: counter-screen for TGF-b inhibitors: cytotoxicity in HepG2 cells | 410,000 tested, 0.76% active | HepG2 CAGA-GFP viability, ATP luminescence, 18 h | Potency, µM (series often up to 46.1 µM), for inactives: top-dose activity change, negative = cytotoxicity, actives largely listed as cytotoxic; note: potency is the fitted concentration of half-maximal effect; some results filed as inactive show a strong effect at the top dose
#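 CellTiter-Glo luminescence gave cytotoxicity after 18 hours at 37 degrees C. The cells were HepG2 CAGA-GFP in 1% FBS DMEM, stimulated with 500 pg/mL TGF-beta after compound addition. %Activity was normalised to no-cell wells (complete cell-killing) and DMSO (no toxicity), and curves were fitted and classified.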
# HT1080 IDH1KD tx: HT-1080 IDH1 knockdown cell toxicity (counter line) | HT-1080 IDH1 knockdown viability, ATP luminescence, 48 h | Potency, µM (series often up to 46.1 µM), inactives show top-dose activity, negative = toxicity, most hits filed as cytotoxic | 360,000 tested, 2% active | AID 686971;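 note: potency is the fitted concentration of half-maximal effect; 0% = DMSO wells and -100% = cell-free medium wells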
#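 % activity derives from luminescence (CellTiter-Glo), normalised to DMSO and no-cell wells. HT-1080-IDH1KD cells, 750/well, had 48 h compound exposure at 37 °C.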
# The depositor's hits bear a star; i = inactive; ? = inconclusive; nt = not tested or not shown; & = joins results of further samples; [ ] = dose if it differs, or a comment. Unless noted, calls come from the whole dose curve; as a rule, active = well fitted curve in the direction sought with a large enough effect; inconclusive = small, poorly fitted or top-dose-only effect, or another doubt; inactive = no such curve, though single readings can be large; an effect the other way counts as inactive or inconclusive.
molecule	ATXN2 expr inh	ATXN viability	MCF10A rereplic	KB-3-1 cytotox	IL1B secr inh	HT1080NT lethal	SW480 rereplic	HepG2 viability	HT1080 IDH1KD tx
O=C(NCc1nc2ccccc2[nH]1)c1cccc(S(=O)(=O)N2CCCC2)c1	-8%	i	1%	-2%	29	-11%	0%	8%	-12%
CCn1c(SCC(=O)Nc2ccc(C)cc2)nnc1-c1ccccn1	-10%	i	0%	10%	-16	15%	29%	-19%	8%
COC(=O)c1c(C)[nH]c(C(=O)OCC(=O)NCC(C)C)c1C	4%	i	3%	-16%	3	-13%	-2%	-4%	-10%
O=C(c1ccco1)N1CCN(c2nnc(-c3ccccc3)c3ccccc23)CC1	2%	i	-4%	29%	-28	-1%	-2%	-29%	-7%
CCOC(=O)CC/C(=N\NC(N)=O)c1ccc(OC)c(Cl)c1	6%	i	-2%	0%	0	21%	-4%	-41%	10%
CCOC(=O)c1ccc(Nc2c(-c3ccc(O)c(OC)c3)nc3nc[nH]n23)cc1	6%	?	nt	4%	nt	nt	nt	-23%	nt
Cc1c(C(=O)O)sc2nc(/C=C/c3ccccc3OC(F)F)[nH]c(=O)c12	-5%	i	26µM*	1%	18	-8%	23µM*	-9%	21%
O=CN1CCN(C(=O)c2ccccc2F)CC1	1%	i	-5%	47%	2	8%	-5%[9.22 µM]	-7%	10%
COC(=O)c1cc(Br)c(=O)n(CCN2CCOCC2)c1	3%	i	9%	16%	28	12%	-1%[9.22 µM]	11%	9%
CCOC(=O)C1CCN(CC(=O)c2ccc(O)c(C)c2O)CC1	nt	i	-1%	-20%	5	-12%	30%	-50%	-4%
Cc1ccc2nc(C)c(C(=O)NN=C3CCCCCC3)n2c1	5%	i	?	-13%	47	?	?	-9%	?
CC(CCc1ccccc1)NC(=O)c1cccs1 (configuration not stated)	1%	i	3%	-2%	1	-10%	0%	1%	-3%
CC1CCN(S(=O)(=O)c2ccc3c(c2)CC(C)N3C(=O)C2CCC2)CC1 (configuration not stated)	nt	i	9%	-21%	-17	?	12%	-10%	-6%
COc1ccc(NS(=O)(=O)c2c(C)[nH]c(=O)[nH]c2=O)cc1OC	nt	i	1%	-1%	14	16%	4%	5%	0%
COc1cccc(C(=O)/C=C/Nc2ccc(S(=O)(=O)Nc3onc(C)c3C)cc2)c1	0%	i	0%	21%	6	14%	-45%[inhibitor]	-5%	2%
C=C(C)c1cccc(C(C)(C)NC(=O)N2CCC(C(N)=O)CC2)c1	-11%	i	-11%	0%	0	4%	-2%	16%	-1%
CC(C)(C)c1ccc(C(=O)N2CCC2(C)C(=O)Nc2cccc3ccccc23)cc1 (configuration not stated)	-16%	i	nt	0%	-16	?	nt	-25%	?
Cc1ccc(C(=O)NCC(=O)OCC(=O)Nc2cc(S(=O)(=O)N3CCOCC3)ccc2Cl)s1	-11%	i	-1%	2%	2	1%	-1%	3%	3%
CCOc1ccccc1NC(=O)c1ccc2c(c1)C(=O)N(C(C)(C)C)C2=O	-7%	i	-7%	?	4	-3%	13%	-3%	10%
Cc1cc(NC(=O)Nc2cccc(Cl)c2)n(C(C)(C)C)n1	-10%	i	-2%	2%	-1	14%	-11%	-15%	5%
COC(=O)CCNC(=O)Cc1c(C)n(C(=O)c2ccc(Cl)cc2)c2ccc(OC)cc12	-16%	i	-5%	-3%	22	-28%	-5%	2%	-1%
CCO[C@H]1OC(C(=O)NCc2ccccc2)=C[C@@H](C2CC2)[C@@H]1CCCO	1%	i	-44%[inhibitor]	3%	-10	6%	-5%	0%	1%
COc1ccc(NC(=O)CSc2nc(-c3ccccc3)cc(-c3cc(OC)c(OC)c(OC)c3)c2C#N)c(OC)c1	3%	i	nt	-3%	nt	nt	nt	-28%	nt
CCc1nc2c(OCc3c(C)noc3C)cccn2c1N(C)C(=O)c1ccccc1F	2%	i	nt	0%	74	19%	nt	-19%	8%
CC(c1ccon1)N(C)C(=O)c1cccc(OC2CCN(S(C)(=O)=O)CC2)c1 (configuration not stated)	nt	i	nt	-2%	-1	6%	nt	0%	4%
COc1ccc2c(c1)C(=O)Cc1ccccc1O2	-2%	?	13%	-1%	-11	-11%	-1%	-36%	16%
O=C(NC(=S)Nc1ccccc1Br)C1CCCCC1	47%[activator]	i	?	-13%	21	0%	0%	-13%	7%
Cc1ccc(N2CCN(/N=C/C(Cl)=C/c3ccccc3)CC2)cc1	3%	i	9%	-3%	-9	9%	-7%	1%	-1%
NC(=O)c1ccc(NC(=O)C#Cc2ccccc2)cc1	5%	?	?	23µM*	-101*	21µM*	15µM*	-32%	16µM*
O=C(O)CCc1ccc(-c2ccc(F)cc2)n1CC(=O)O	4%	i	0%	9%	5	12%	-2%	17%	14%
COc1ccc(C(=O)C2CCCN(Cc3cccn3-c3ccccn3)C2)c(OC)c1 (configuration not stated)	?	?	28%	-21%	-93*	6.5µM*	6%	-14%	15µM*
CC(=O)/C(=C/N(C)C)Sc1ccc(C)cc1	3%	i	1%	-2%	22	-1%	2%	-10%	?
Cc1cc(=S)n(-c2ccccc2)n1C	3%	i	-1%	-11%	45	4%	0%	-17%	14%
COc1ccc(N2C(=O)CS(=O)(=O)C23C(=O)N(Cc2ccc(C)cc2)c2ccccc23)cc1Cl (configuration not stated)	-3%	i	nt	-11%	nt	nt	nt	-3%	nt
O=C(Nc1ccc(-c2nnc3n2CCCCC3)cc1)c1ccco1	1%	i	10%	27%	-4	24%	4%	-7%	16%
Cc1nc(-c2cccnc2)sc1C(=O)Nc1ccc(C(F)(F)F)cc1	-21%	i	-1%	-28%	-24	-1%	-6%	-28%	-11%
COC(=O)CCCC(=O)NC1CC(C)(C)Cc2c1cnn2-c1ccc(C)cc1 (configuration not stated)	0%	i	1%	0%	6	13%	1%	9%	-3%
COc1cccc(N2CCN(CC(=O)Nc3nc(C)c(C(=O)N(C)C)s3)CC2)c1	3%	i	-1%	27%	9	-1%	-5%	-1%	9%
CCCSc1nnc(N2C(=O)CC(c3ccsc3)C3=C2CCCC3=O)s1 (configuration not stated)	-3%	i	2%	-2%	6	5%	7%	-7%	-10%
O=S(=O)(NN=C1CCCCC1)c1ccccc1	1%	i	16%	12%	-5	25%	-22%	-2%	6%
CCCOC(=O)C1=C(C)NC2=C(C(=O)C(C(=O)OC)C(C)C2)C1c1ccc(N(C)C)cc1 (configuration not stated)	-1%	i	?	-4%	-9	3%	?	16%	1%
Cc1cc2c(cc1S(=O)(=O)CCC(=O)NCc1ccccc1)OCC(=O)N2	-4%&8%	?	14%	-18%&20%	1	-13%	-11%	0%&4%	0%
COC(=O)c1ccc2nc(Nc3nc4ccc(F)cc4s3)sc2c1	?	i	?	9%	20	?	?	-35%	?
O=C(COC(=O)c1ccccc1NC(=O)c1ccco1)Nc1ncc(Cl)cc1Cl	-9%	i	-4%	2%	15	4%	-6%	-2%	4%
COc1ccccc1NC(=O)c1cc(OC)c(OC)cc1[N+](=O)[O-]	-3%	i	-6%	5%	14	7%	0%	0%	12%
CCOc1cc(/C=C(\C#N)c2[nH]nc(N)c2C#N)ccc1O	4%	?	?	-8%	-65*	-18%	-9%	-1%	-23%
COc1ccc(/C(O)=C2\C(=O)C(=O)N(c3cc(C)on3)C2c2ccccc2OC)cc1 (configuration not stated)	5%	i	5%	-3%	30	10%	-6%	-4%	11%
O=C(NC1CCCCC1)N(Cc1ccc(F)cc1)Cc1nc2ccccc2c(=O)[nH]1	5%	i	13%	-1%	-23	0%	0%	1%	-1%
Cc1nc(SCc2ccc(Cl)c(Cl)c2)n[nH]1	nt	?	5%	-1%	13	1%	-4%	-7%	-1%
CCCCOc1cccc(C(=O)N(Cc2ccco2)C2CCS(=O)(=O)C2)c1 (configuration not stated)	-4%	?	-1%	0%	0	-2%	3%	-30%	-2%

# (next part)
molecule	ATXN2 expr inh	ATXN viability	MCF10A rereplic	KB-3-1 cytotox	IL1B secr inh	HT1080NT lethal	SW480 rereplic	HepG2 viability	HT1080 IDH1KD tx
CS(=O)(=O)NN1C(=O)c2ccccc2NC1c1c[nH]c2ccccc12 (configuration not stated)	14%	i	-3%	16%	26	1%	0%	-3%	1%
O=C(CCN=C1NS(=O)(=O)c2ccccc21)NCc1ccccc1F	1%	i	-2%	6%	10	3%	-5%	0%	6%
CC(=O)N1CCC(=NNC(=O)c2cccs2)CC1	19%	i	-4%	14%	-5	7%	-3%	3%	7%
O=[N+]([O-])c1ccc2[nH]c(=S)[nH]c2c1	-2%	i	-2%	2%	23	0%	6%	4%	-10%
CC(C(=O)Nc1ccc(Br)cc1)N(C)CC(=O)NCc1ccco1 (configuration not stated)	-16%	i	19%	-8%	10	0%	-4%	-6%	-1%
COC(=O)c1cccc(NC(=O)CSc2nnc(C)o2)c1	-10%	i	-4%	2%	-3	-1%	-5%	-11%	2%
COc1ccc(/C=N/NC(=O)CNC(=O)c2ccc(S(=O)(=O)N3CCOCC3)cc2)c(OC)c1	-8%	i	-3%	15%	10	19%	0%	2%	17%

# Whole records, looked up by structure. Screens in order: ATXN2 expr inh	ATXN viability	MCF10A rereplic	KB-3-1 cytotox	IL1B secr inh	HT1080NT lethal	SW480 rereplic	HepG2 viability	HT1080 IDH1KD tx
# Listed for CS(=O)(=O)NN1C(=O)c2ccccc2NC1c1c[nH]c2ccccc12 (configuration not stated) : 14%	i	-3%	16%	26	1%	0%	-3%	1%
# Listed for CC(=O)N1CCC(=NNC(=O)c2cccs2)CC1 : 19%	i	-4%	14%	-5	7%	-3%	3%	7%

# Compound activity from PubChem.
